Screening results as filed in PubChem.
Scp-1 inhibitor: Scp-1 phosphatase inhibitors, primary screen, biochemical, colorimetric, uHTS; AID 493091, 2011; Recombinant Scp1, phosphopeptide, malachite green phosphate absorbance; inhibition, % at 20 µM; 340,000 compounds, 0.88% hits; Carboxy-terminal domain RNA polymerase II polypeptide A small phosphatase 1 (Homo …;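 active means inhibition above about 50% at 20 µM, limit read from the data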;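 further: plate controls were DMSO wells with enzyme for no effect and wells lacking enzyme for full effect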
Target sequence (Q9GZU7 76-261 limits assumed): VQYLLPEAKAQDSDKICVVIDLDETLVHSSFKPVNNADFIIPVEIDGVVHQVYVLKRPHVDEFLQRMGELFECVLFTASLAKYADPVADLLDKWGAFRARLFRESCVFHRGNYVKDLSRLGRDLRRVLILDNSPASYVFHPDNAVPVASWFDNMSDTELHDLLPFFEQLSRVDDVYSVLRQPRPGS
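Test system: SCP-1 phosphatase catalytic domain, residues 76-261 | Compound dosing: One concentration, 20 µM, with 1.0% DMSO | Schedule: 45 min room-temperature reaction, 5 min colour, 30 min stabiliser | Detection: Absorbance at 630 nm | Read-out basis: % inhibition of SCP-1 phosphate liberation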
Tb MetRS inh: T. brucei MetRS inhibitors, primary screen, biochemical, luminescence | inhibition, % at 11.9 µM | methionyl-tRNA synthetase (Trypanosoma brucei brucei) | 360,000 compounds, 0.4% hits | AID 624268, 2012 | purified T. brucei MetRS, ATP depletion, Kinase-Glo luminescence;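 active means inhibition above a per-plate cutoff of the control wells' mean inhibition plus 3 SD, cut at about 5.5% in these data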;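 further: 0% = DMSO wells median and 100% = median of wells with control inhibitor compound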
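assay system = parasite MetRS enzyme | timing = 15 min preincubation, 2 h reaction, all 25 °C | evaluation = percent inhibition relative to median high and low control wells | medium = HEPES buffer containing pyrophosphatase, BSA, spermine, DTT | compound = single dose, 11.9 µM final nominal, 0.9% final DMSO | detection = Kinase-Glo luminescence, ATP depletion format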
LMPTP block: LMPTP phosphatase inhibitors, primary screen, biochemical, fluorescence intensity, uHTS | Low molecular weight phosphotyrosine protein phosphatase (Homo sapiens), P24666 | recombinant LMPTP-A, OMFP fluorogenic substrate | inhibition, % at 20 µM | 360,000 compounds, 0.22% hits;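 active means compounds that cut the enzyme signal by at least half of the control window in the single-dose screen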;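 further: plate controls were DMSO wells with enzyme plus substrate for no effect and substrate without enzyme for full effect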
Target sequence (P24666 whole entry, looked up): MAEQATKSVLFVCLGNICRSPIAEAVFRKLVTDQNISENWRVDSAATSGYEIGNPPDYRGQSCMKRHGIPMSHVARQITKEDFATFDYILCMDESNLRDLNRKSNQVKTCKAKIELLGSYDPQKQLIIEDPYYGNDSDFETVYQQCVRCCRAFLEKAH
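material = LMPTP-A | quantity = 0.625 nM enzyme | reagent = OMFP substrate, 400 µM final | buffer or medium = Bis-Tris pH 6.0, DTT, detergent | detection = endpoint fluorescence intensity from OMFP dephosphorylation | dosing = single 20 µM dose | read-out basis = % inhibition relative to no-enzyme and uninhibited control wells | control set = no-enzyme and uninhibited controls | timing = 50 min at room temperature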
NadD block: inhibitors of S. aureus NadD, primary screen, biochemical, colorimetric, uHTS; Nicotinate-nucleotide adenylyltransferase NadD (Staphylococcus aureus N315); purified NadD enzyme, colorimetric absorbance read-out; inhibition, % at 20 µM; 360,000 compounds, 0.78% hits; in the data active means inhibition above about 26%; further: some compounds past the cut are filed as inactive
STEP inh: STEP phosphatase inhibitors, primary screen, biochemical, fluorescence intensity, uHTS. inhibition, % at 20 µM. AID 588621, 2011. Tyrosine-protein phosphatase non-receptor type 5 (Homo sapiens), P54829. recombinant STEP, OMFP fluorogenic substrate. 360,000 compounds, 0.25% hits;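 active means inhibition at 20 µM, scaled per plate between control wells, above about 37%, limit read from the data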;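 further: 0% = DMSO with enzyme and substrate and 100% = substrate only without enzyme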
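Material: STEP (striatal-enriched tyrosine phosphatase) enzyme, cell-free; Compound dosing: 20 µM single dose in 1% DMSO; Technique: fluorescence read at 480 nm ex / 540 nm em; Times: reaction 20 min, ambient temperature; Medium: 50 mM Bis-Tris pH 6.0 with 2.5 mM DTT and 0.005% Tween 20; Also added: OMFP at 25 µM.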
SUMO1 PPI mod: modulators of SUMO1 protein-protein interactions, primary screen, biochemical, uHTS; Small ubiquitin-related modifier 1 (Homo sapiens), P63165; SUMO1 binding to a labelled peptide, TR-FRET, 1 h; inhibition, % at 20 µM; 360,000 compounds, 0.33% hits; AID 602429, 2012; in the data active means inhibition above about 37%
CSN inh: inhibitors of CSN-mediated cullin deneddylation, primary screen, biochemical, fluorescence polarization, uHTS; Purified CSN, SCF-Nedd8-OG deneddylation; inhibition, % at 12.5 µM; 360,000 compounds, 0.38% hits;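 active means pattern-corrected inhibition above about 35%, with an unprinted fluorescence ratio check between 0.5 and 1.5, limit read from the data, passing the limit was not always enough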;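 further: 0% = enzyme with substrate and 100% = substrate without enzyme; some results filed as inactive read as strong as hits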
Target sequence (Q92905 whole entry, looked up, one chain of several): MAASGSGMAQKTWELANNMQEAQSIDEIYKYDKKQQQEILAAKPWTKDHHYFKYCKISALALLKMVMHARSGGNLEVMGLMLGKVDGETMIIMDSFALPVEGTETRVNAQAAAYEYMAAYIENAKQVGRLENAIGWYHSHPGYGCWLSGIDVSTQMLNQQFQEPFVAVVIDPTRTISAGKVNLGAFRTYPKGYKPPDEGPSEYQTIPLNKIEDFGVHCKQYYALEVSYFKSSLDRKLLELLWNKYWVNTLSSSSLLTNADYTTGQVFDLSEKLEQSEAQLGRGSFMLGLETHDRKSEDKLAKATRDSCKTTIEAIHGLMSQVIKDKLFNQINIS
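Detection – fluorescence polarization · System – HEK293T-derived human Csn5 enzyme · Controls – substrate-only high control, full reaction low control · Timing – 90 min, room temperature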
PABP1 MLLE inh: inhibitors of PABP1 MLLE–PAM2 peptide binding, primary screen, biochemical, fluorescence polarization, FITC-PAM2, GST-MLLE; Polyadenylate-binding protein 1 (Homo sapiens), P11940; inhibition, % at 20 µM; 360,000 compounds, 0.36% hits; AID 588489, 2011; in the data active means inhibition above about 35%, passing the limit was not always enough;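 further: plate controls were DMSO wells with GST-MLLE for no effect and wells lacking GST-MLLE protein for full effect; some results filed as inactive read as strong as hits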
DNMT1 inh: human DNMT1 methyltransferase inhibitors, primary screen, biochemical, molecular beacon, fluorescence, HinP1I cleavage, uHTS | DNA (cytosine-5)-methyltransferase 1 (Homo sapiens), P26358 | inhibition (reported as % activation of signal), % at 10 µM | 360,000 compounds, 0.83% hits | AID 588458, 2011; in the data active means inhibition above about 50%
Rpn11 inh: Rpn11 (PSMD14) deubiquitinase inhibitors, primary screen, biochemical, fluorescence polarization, uHTS. 26S proteasome non-ATPase regulatory subunit 14 (Homo sapiens), O00487. human 26S proteasome, Ub4-pepOG fluorescence polarization; 20S core pre-blocked with epoxomicin. calls only at 20 µM. 360,000 compounds, 0.59% hits. AID 588493, 2011;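 active means inhibition at 20 µM, scaled to each plate's controls, above about 33%, limit read from the data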
Target sequence (O00487 whole entry, looked up): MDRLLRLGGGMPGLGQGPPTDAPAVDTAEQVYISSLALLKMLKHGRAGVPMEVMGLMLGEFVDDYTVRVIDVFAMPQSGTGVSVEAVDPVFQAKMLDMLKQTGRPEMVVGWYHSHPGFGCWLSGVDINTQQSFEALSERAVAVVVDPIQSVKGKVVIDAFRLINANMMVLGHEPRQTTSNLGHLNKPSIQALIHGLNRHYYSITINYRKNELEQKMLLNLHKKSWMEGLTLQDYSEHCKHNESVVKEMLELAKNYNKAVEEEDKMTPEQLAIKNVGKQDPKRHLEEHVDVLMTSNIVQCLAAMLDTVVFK
* = called active by the depositor; i = inactive; / = no result given.

compound	Scp-1 inhibitor	Tb MetRS inh	LMPTP block	NadD block	STEP inh	SUMO1 PPI mod	CSN inh	PABP1 MLLE inh	DNMT1 inh	Rpn11 inh
Cc1ccc(C#N)c(SCCN2CCCCC2)n1	-7	-0.8	0.6	-6	0	3	2	32	0	i
O=C1ON=C(c2ccccc2)/C1=C/c1ccco1	1	-0.4	0.0	8	4	-1	-4	15	7	i
O=C(COc1ccc([N+](=O)[O-])cc1)NNC(=O)C1COc2ccccc2O1 (centres undefined)	/	-0.2	-0.3	2	-2	-10	4	-5	1	i
Cc1ccc(-c2csc3ncnc(SCC(=O)O)c23)cc1	-8	-0.7	-3.7	-1	2	4	-2	-4	0	i
Nn1c(C2CCC2)nc2ccccc2c1=O	5	-0.9	-1.8	-4	-3	0	-2	-7	4	i
O=C(Cn1c(=O)oc2cc(S(=O)(=O)N3CCCC3)ccc21)NC1CCCc2ccccc21 (centres undefined)	-2	-0.6	0.7	6	-2	6	11	-14	33	i
COc1ccccc1NC(=O)/C(=C\c1cccnc1)NC(=O)c1ccc(C)cc1	-4	0.5	-0.6	1	0	-5	3	18	-1	i
CCCc1ccc(-c2cc(C(=O)N/N=C/c3ccc([N+](=O)[O-])o3)c3ccccc3n2)cc1	3	-0.2	0.5	34*	-6	-1	7	8	-3	i
COc1cc(Br)c(CN2CCCN(C)CC2)cc1OC	-8	-0.6	-9.1	-7	-4	-1	-2	-1	3	i
NC1=NC(c2ccc(F)cc2)n2c(nc3ccccc32)N1 (centres undefined)	-4	0.5	13	-5	-3	2	-5	-9	2	i
COc1ccc(C2CC(=O)C3=C(C2)Nc2ncnn2C3c2ccccc2C)c(OC)c1 (centres undefined)	-2	0.0	2.6	10	2	0	4	-3	-1	i
CC(C)(C)NS(=O)(=O)c1ccc(NC(=O)CS(=O)(=O)Cc2ccccc2)cc1	-8	-0.1	0.0	-3	-1	2	2	5	-1	i

Later entries
compound	Scp-1 inhibitor	Tb MetRS inh	LMPTP block	NadD block	STEP inh	SUMO1 PPI mod	CSN inh	PABP1 MLLE inh	DNMT1 inh	Rpn11 inh
Cn1cnc2cc(NCc3cccs3)ccc21	-5	0.2	-0.1	-4	3	0	6	-6	-5	i
COc1cc(S(=O)(=O)Nc2cccc(C(=O)O)c2)c(OC)cc1Cl	-7	0.3	-1.1	0	-1	0	4	-3	-2	i
COc1ccc2c(c1)c(CC(=O)Nc1cccc(S(N)(=O)=O)c1)c(C)n2C(=O)c1ccc(Cl)cc1	-12	0.4	5.8	13	-2	-4	1	-12	-10	i
C[C@H](CO)N1C[C@H](C)[C@@H](CN(C)S(=O)(=O)c2cccs2)Oc2c(NC(=O)NC3CCCCC3)cccc2C1=O	-5	-0.3	-0.1	1	-2	-2	2	1	-5	i
CCN(c1ccccc1)S(=O)(=O)c1ccc(Cl)c(NC(=O)Nc2ccc(Cl)cc2C#N)c1	-2	-1.3	1.2	21	0	1	-11	12	-4	i
CC(=O)N=C1SC2CS(=O)(=O)CC2N1c1ccccc1Cl (centres undefined)	-6	-0.4	-2.1	-1	-3	0	3	0	3	i
CCCS(=O)(=O)N1CCCC(c2nc(-c3ccc(OC)cc3)no2)C1 (centres undefined)	-19	-0.6	-0.9	-6	2	-4	3	-15	1	i
O=C(NCCN1CCc2ccccc2C1)Nc1ccc(F)cc1	-8	-0.2	-1.5	-4	-2	-13	1	-15	-4	i
COc1ccccc1NC(=O)Cn1nnc(-c2ccccc2NS(=O)(=O)c2ccccc2)n1	-13	0.2	1.9	-6	-3	2	0	0	-8	i
CN(Cc1ccc2ccccc2c1)C(=O)c1ccc(C(F)(F)F)cc1	-8	0.3	3.1	-4	1	19	0	9	5	i
CCc1nnc(NC(=O)C2Cc3ccccc3CN2S(=O)(=O)CC)s1 (centres undefined)	-3	-0.2	-1.1	-2	-1	2	-3	14	-2	i
O=C(O)c1cccc(-c2ccc(/C=c3/sc4nc5ccccc5n4c3=O)o2)c1	96*	0.4	49	6	94*	103*	129*	-134	87*	/

Next section:
compound	Scp-1 inhibitor	Tb MetRS inh	LMPTP block	NadD block	STEP inh	SUMO1 PPI mod	CSN inh	PABP1 MLLE inh	DNMT1 inh	Rpn11 inh
Fc1ccccc1COc1ccc(-c2nnn(Cc3ccccc3F)n2)cc1	-18	-0.2	2.9	3	-1	3	-4	15	-7	i
O=C(Cn1ccc2cc(S(=O)(=O)N3CCCC3)ccc21)NCc1ccco1	12	-0.4	-1.9	5	-1	2	1	0	-1	i
CC(C)c1ccc(NC(=S)NNC(=O)c2cccs2)cc1	-6	-0.6	-1.6	6	4	0	-9	37	0	i
Cc1ccnc(NC(=O)c2ccccc2NC(=O)c2ccc(Cl)cc2Cl)c1	-2	0.4	0.9	2	-1	10	13	2	-4	i
CCN(CC)C(=O)C1=C(C)N(Cc2ccc(F)cc2)C(=O)C(CC(=O)NC2CCCC2)C1 (centres undefined)	/	-0.4	-1.3	-3	0	4	1	6	4	i
O=C(C1CC(c2ccccc2O)=NO1)N1CCCC1 (centres undefined)	-7	-1.9	-2.4	-4	0	-6	-1	11	1	i
CCC[C@H]1CN(c2ccccc2)C(=O)[C@@H]1CC(=O)Nc1ccc(OC)cc1	/	-0.6	-0.7	4	1	5	3	-2	3	i
CCS(=O)(=O)N1CCC(C(=O)NCc2ccc(F)cc2Cl)CC1	-15	0.8	0.2	-2	-1	-2	-5	4	7	i
CCN(CC)S(=O)(=O)c1cc(NC(=O)COC(=O)c2ccc(NC(=O)CC#N)cc2)ccc1C	-2	0.1	-0.1	33*	2	3	3	-11	-11	i
CC12C=CC3(O1)C(C(=O)N1CCCOC13)C2C(=O)O (centres undefined)	-1	-0.5	-1.4	3	2	-1	-2	14	4	i
Cc1ccc(C(=O)NN(CCC(=O)NC(C)(C)C)C2=NS(=O)(=O)c3ccccc32)cc1	-11	0.0	0.2	-1	1	4	-9	12	3	i
O=C(CCS(=O)(=O)c1ccccc1)Nc1ccccc1F	3	-0.2	-1.7	-2	-1	2	2	-14	2	i

The last 2 compounds of the part before lead into the next.
compound	Scp-1 inhibitor	Tb MetRS inh	LMPTP block	NadD block	STEP inh	SUMO1 PPI mod	CSN inh	PABP1 MLLE inh	DNMT1 inh	Rpn11 inh
Cc1ccc(C(=O)NN(CCC(=O)NC(C)(C)C)C2=NS(=O)(=O)c3ccccc32)cc1	-11	0.0	0.2	-1	1	4	-9	12	3	i
O=C(CCS(=O)(=O)c1ccccc1)Nc1ccccc1F	3	-0.2	-1.7	-2	-1	2	2	-14	2	i
O=C1NC(Cc2ccccc2)c2nc3ccc(Br)cc3c(=O)n2-c2cc3ccccc3cc21 (centres undefined)	/	-0.3	1.5	25	6	-6	1	-2	-1	i
CCCOC(=O)Cn1cnc2scc(-c3ccc(C)cc3)c2c1=O	-6	-0.1	1.2	-14	4	2	2	-9	4	i
CC(=O)Nc1ccc(-c2ccc(NC(C)=O)c(O)c2)cc1O	22	-1.0	8.6	3	0	3	7	-40	-2	i
CN1CCSc2ccc(C(=O)NCc3ccccc3)cc21	-9	-0.3	-0.2	-3	-2	-7	3	24	-5	i
O=C(NCc1ccccc1)c1cc(C2COCCN2C(=O)C2CC2)on1 (centres undefined)	/	-0.5	-0.2	-1	-5	-4	5	-12	5	i
CC(C(=O)N1CCOCC1)N1C(=O)c2cccc3cccc(c23)C1=O (centres undefined)	-3	-0.8	0.4	2	-2	-19	4	17	1	i
COc1cc(C2(c3ccc(O)c(OC)c3)C(=O)Nc3c(Br)cc(Br)cc32)ccc1O	-8	-0.6	3.5	-5	-3	6	-1	7	-17	i
O=C(Cc1ccccc1)NCC(=O)N/N=C/c1cccs1	7	-0.5	-1.0	-5	0	-17	-2	7	1	i
COc1ccc(C(=O)c2ccc(OC)cc2OC)cc1	-10	-1.1	0.2	-7	1	0	-3	-8	-1	i
O=C(COC(=O)c1cccnc1Cl)Nc1ccc(N2CCCCC2)cc1	-8	-0.1	-1.7	-2	0	7	1	-4	-6	i
COc1ccccc1NC(=S)NCc1ccccc1Cl	-6	-0.1	-0.3	-3	1	1	2	-26	0	i
O=c1cc2c(n[nH]1)-c1ccccc1CC2	-1	-0.2	-0.3	1	-2	13	3	1	0	i
N#CC(c1ccccc1)c1ccc(=O)[nH]n1 (centres undefined)	-6	-1.1	-1.5	-4	4	2	-2	5	0	i

Entries shown so far that contain a thiophene ring, fused or not (6):
compound	Scp-1 inhibitor	Tb MetRS inh	LMPTP block	NadD block	STEP inh	SUMO1 PPI mod	CSN inh	PABP1 MLLE inh	DNMT1 inh	Rpn11 inh
Cc1ccc(-c2csc3ncnc(SCC(=O)O)c23)cc1	-8	-0.7	-3.7	-1	2	4	-2	-4	0	i
Cn1cnc2cc(NCc3cccs3)ccc21	-5	0.2	-0.1	-4	3	0	6	-6	-5	i
C[C@H](CO)N1C[C@H](C)[C@@H](CN(C)S(=O)(=O)c2cccs2)Oc2c(NC(=O)NC3CCCCC3)cccc2C1=O	-5	-0.3	-0.1	1	-2	-2	2	1	-5	i
CC(C)c1ccc(NC(=S)NNC(=O)c2cccs2)cc1	-6	-0.6	-1.6	6	4	0	-9	37	0	i
CCCOC(=O)Cn1cnc2scc(-c3ccc(C)cc3)c2c1=O	-6	-0.1	1.2	-14	4	2	2	-9	4	i
O=C(Cc1ccccc1)NCC(=O)N/N=C/c1cccs1	7	-0.5	-1.0	-5	0	-17	-2	7	1	i

Rows are unselected. Share with any hit: about 3.6%.
